Screening data as filed in PubChem BioAssay.
Lipid storage S3 – qHTS Assay for Lipid Storage Modulators in Drosophila S3 Cells | Potency in µM for hits, for the others lipid storage change, negative = inhibition, % at the top dose, mostly 46.1 µM | Drosophila S3 cells, BODIPY lipid droplet fluorescence, 18-24 h; cells fed with added oleic acid | 320,000 compounds, 0.64% hits | AID 2685; active means well fitted inhibition curve with a large enough effect in the signal ratio, with a control signal flat, not every such curve was filed as active; inconclusive means small, poorly fitted or top-dose-only effect, or effect the other way, or a change in a side signal; the % refers to the signal ratio
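Drosophila S3 cells loaded with oleic acid (400 uM, as added) and compounds at several concentrations; lipid droplets imaged by 488-nm laser-scanning cytometry, 500–530 nm intensity and object ratio to cell channel. Percent activity normalized to 20 uM Triacsin C.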
Lipid storage S3 cell count max – second read-out of Lipid storage S3, no call of its own (marks repeat the call); cell number change, %; measured here: cell count max response;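 cells counted by Cell Tracker Red CMTPX staining in the red channel; peak over a dose series mostly up to 46.1 µM; percent activity relative to internal control wells on each plate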
* = called active by the depositor; i = inactive; ? = inconclusive; nt = not tested or not shown. On the % scale 0 is the no-effect control and ±100 the full control effect; potency means the concentration at half of the fitted maximal effect. An excerpt, so the mix of outcomes need not match the whole.

Structure,Lipid storage S3,Lipid storage S3 cell count max
Cc1cc(Cc2ccc([N+](=O)[O-])cc2)c(C)cn1,?,nt
O=C(COC(=O)c1cc(Cl)ccc1O)NNC(=O)c1ccc([N+](=O)[O-])cc1,21%,nt
CC(C)(C)c1cc2nc3c(c(=O)n2[nH]1)CN(Cc1ccccc1)C3=O,12%,15
CCc1ccc2c(c1)c1nc(C)sc1n2CC,?,nt
O=C1OC(c2ccc(Br)cc2)=N/C1=C\c1ccco1,i,22
CCn1c(=O)c(=O)[nH]c2cc(C(=O)N3CCN(c4ccccc4F)CC3)ccc21,?,nt
CCCCC(=O)Nc1nnc(S(=O)(=O)N(C)Cc2ccco2)s1,?,nt
CCOC(=O)c1nc(NCc2ccccc2F)c2ccccc2n1,0%,-14
CCOC(=O)C1CC2CC(C1)CN(C(=O)C1CCCCC1)C2 (stereo unspecified),?,nt
CN(C)/C=C/C(=O)c1cccc(Cl)c1,i,nt
CCN(CC)CCN(Cc1cc2cc3c(cc2[nH]c1=O)OCO3)C(=S)NC,i,7
COc1ccccc1NC(=O)C/C(C)=N/NC(=O)c1ccccn1,?,nt
c1ccc(CSc2nnc(-c3ccco3)n2Cc2ccccc2)cc1,?,nt
O=C(c1ccc2nc(N3CCOCC3)sc2c1)N1CCC(Cc2ccccc2)CC1,?,nt
CCCCC(=Nc1ccccc1OC)C1=C(O)CC(c2ccccc2)CC1=O (stereo unspecified),?,nt
Cc1nc(N2CCN(C)CC2)c2c(C)c(C(=O)Nc3ccc(F)cc3)sc2n1,i,nt
CN(C)S(=O)(=O)n1cc(/C=C(\NC(=O)c2ccccc2F)C(=O)N2CCOCC2)c2ccccc21,?,nt
O=C(N/N=C/c1cccnc1)C(O)c1ccccc1 (stereo unspecified),-1%,nt
CCC1CCCCN1CCNC(=O)CCS(=O)(=O)c1ccc(Br)cc1 (stereo unspecified),?,nt
Cc1ccc(C(=O)NNC(=O)C2CC2)cc1Br,?,nt
Cc1ccc(/C(N)=N/OC(=O)c2ccc(C)cc2Cl)cc1,?,nt
Cc1cc(/C=N/NC(N)=O)c(C)c(CO)c1,-13%,10
CCOc1ccc(C(=O)Nc2ccc(CN3CCOCC3)cc2)cc1Br,-22%,12
Oc1ccc2ccccc2c1N=Nc1nccs1,?,nt
O=C(COc1ccc(-n2cnnn2)cc1)Nc1cc(Cl)cc(Cl)c1,?,nt
Cn1c(C(=O)N2CCN(c3ncccn3)CC2)cc2c(=O)n(C)c3ccccc3c21,-5%,3
CCOC(=O)C(C)Oc1cccc2c(=O)n(CC(=O)NCc3ccccc3)ccc12 (stereo unspecified),?,nt
COc1ccc(-c2nnc(SCC(=O)N3CCOCC3)n2C)cc1OC,0%,-9
CC(=O)c1ccc(N=Nc2ccc(N(C)C)cc2)cc1,?,nt
COc1cc(OC)c2nc(C)c3c(c2c1)N(c1ccc(O)cc1)CC3,15%,23
Nc1cc([N+](=O)[O-])ccc1N1C(=O)CCCC1=O,?,nt
CCC(=O)Nc1cc(C(=O)OCC(=O)c2ccccc2Cl)ccc1C,?,nt
Cc1ccc(S(=O)(=O)Nc2ccc(Cl)cc2)cc1NC(=O)c1cc2c(s1)CCCC2,?,nt
CC(NC(=O)CNC(=O)C1CCCCC1)c1cccc(Cl)c1 (stereo unspecified),?,nt
CC1CC(C)CN(CCOc2ccc(Br)cc2)C1 (stereo unspecified),?,nt
CC(NC(=O)C1CC1)C(c1cccs1)N1CCN(c2ccccc2)CC1 (stereo unspecified),3%,7
COc1ccc(OCCCC(=O)N(CCC2=CCCCC2)c2c(N)n(Cc3ccccc3)c(=O)[nH]c2=O)cc1,?,nt
COc1cc(OC)cc(-c2nnc(SCc3ccc(C(=O)O)cc3)o2)c1,10%,-3
COC(=O)C1=C(NC(=O)CCCCl)CCS1,-4%,8
O=C(NC(Cc1ccccc1)C(=O)N1CCc2ccccc2C1)c1ccccc1 (stereo unspecified),i,4
O=C(COC(=O)[C@H](Cc1ccccc1)NS(=O)(=O)c1ccccc1F)NC1CCCCC1,i,nt
COc1ccc2c(c1OC)C(=O)OC2CC(=O)c1ccc(N(C)C)cc1 (stereo unspecified),?,nt
Clc1ccc(-c2nn3c(C4COc5ccccc5O4)nnc3s2)cc1 (stereo unspecified),i,-2
CCOc1ccc(CCN2C(=O)C3C4CCC(O4)C3C2=O)cc1OCC (stereo unspecified),?,nt
COc1ccc(CNC/C=C/c2ccccc2)cc1,i,8
Cc1nnc(SCC(=O)Nc2ccc(Br)cn2)[nH]c1=O,?,nt
Cc1ccc(S(=O)(=O)NCCNS(=O)(=O)c2ccc(C)cc2)cc1,19%,17
COc1ccc(C2c3sc(=O)[nH]c3SCC2C(N)=O)cc1 (stereo unspecified),-18%,-6
Cc1ccc(C(=O)NNC(=S)Nc2cccc3ccccc23)s1,1%,-8
COC(CNS(=O)(=O)c1ccc(Cl)cc1)c1ccccc1 (stereo unspecified),?,nt
CCOc1ccc(NC(=O)c2nn(C)c(C(=O)Nc3ccc(OCC)cc3)c2[N+](=O)[O-])cc1,?,nt
CCC(=O)Nc1cccc(NC(=S)NC(=O)c2ccccc2C)c1,?,nt
CC1CCN(c2ccc(NC(=O)c3ccc([N+](=O)[O-])o3)cc2)CC1,16µM*,0.6*
CN(C)C(=O)CSc1nnc(-c2cccs2)n1-c1ccccc1,i,nt
C/C(=N\NC(=O)c1cccc(Br)c1)c1ccccn1,?,nt
COc1ccc(C(=O)Cn2c(=O)c(CCC(=O)O)nn3c4ccccc4nc23)cc1OC,?,nt
CC(=O)N1CCN(c2ccc(NC(=O)c3ccc4ccccc4c3)cc2)CC1,?,nt
CC1CCCCN1C(=O)Cn1cc(C#N)c2ccccc21 (stereo unspecified),3%,1
O=C(CCN1CCCCC1)c1ccccc1,i,nt
Cc1cccc(C(=O)O/N=C(\N)c2cccc([N+](=O)[O-])c2)c1,22%,-14

An excerpt from above in order of the Lipid storage S3 cell count max value, lowest first.
Molecule | Lipid storage S3 cell count max
Cc1cccc(C(=O)O/N=C(\N)c2cccc([N+](=O)[O-])c2)c1 | -14
Cc1ccc(C(=O)NNC(=S)Nc2cccc3ccccc23)s1 | -8
COc1ccc(C2c3sc(=O)[nH]c3SCC2C(N)=O)cc1 (stereo unspecified) | -6
Clc1ccc(-c2nn3c(C4COc5ccccc5O4)nnc3s2)cc1 (stereo unspecified) | -2
CC1CCN(c2ccc(NC(=O)c3ccc([N+](=O)[O-])o3)cc2)CC1 | 0.6*
CC1CCCCN1C(=O)Cn1cc(C#N)c2ccccc21 (stereo unspecified) | 1

(cont.)
Structure,Lipid storage S3,Lipid storage S3 cell count max
O=C(O)/C=C/c1ccc(S(=O)(=O)NCc2ccco2)cc1,?,nt
Cc1ccc(C)c(N2CCN(S(=O)(=O)c3ccc4c(c3)oc(=O)n4C)CC2)c1,i,18
Clc1ccc(-c2cc(C3CCNCC3)[nH]n2)cc1,?,nt
COc1ccccc1NC(=O)c1cccc2c(Br)cccc12,i,-21
CC(=O)c1ccc(S(=O)(=O)N2CCN(C(=O)/C=C/c3ccc4ccccc4n3)CC2)cc1,-20%,-38
O=C(c1cc(-c2ccncc2)nc2ccc(Br)cc12)N1CCN(Cc2ccc3c(c2)OCO3)CC1,?,nt
c1ccc(N2CCN(Cc3nnnn3C3CCCCC3)CC2)cc1,?,nt
COCCNC(=O)c1ccc(S(=O)(=O)c2ccc(Cl)cc2)c(NC(C)=O)c1,-1%,-8
Cc1ccccc1C1NC(=S)NC2=C1C(=O)CC(C)(C)C2 (stereo unspecified),?,nt
Cc1ccc(NC(=O)NNC(=O)Cn2nc(-c3ccccc3)c(-c3ccccc3)c(C#N)c2=O)cc1,-10%,nt
CC(C)CNC(=O)c1cccc(NC(=O)C(C)C)c1,2%,11
CCc1cc(C(=O)NNC(=S)NCc2ccccc2)cs1,-6%,-17
CCc1nn(C(C)C(=O)NCc2ccc(Cl)cc2)c(=O)c2cc3occc3n12 (stereo unspecified),?,nt
O=C(COc1ccc(NC(=O)c2ccccc2)cc1)c1ccccc1,?,nt
COc1ccc(NC2CCCN(C(=O)CSc3ccccc3)C2)cc1OC (stereo unspecified),?,nt
CCN1CCN(C(=O)c2ccc(S(=O)(=O)Nc3ccccc3)cc2)CC1,?,nt
CCOC(=O)c1nnn(CC(=O)Nc2cccc(F)c2)c1C(=O)OCC,-5%,-8
CCCN(CCC)S(=O)(=O)c1cccc(-c2csc(C)n2)c1,?,nt
N#C/C(=C(/O)COC(=O)CSc1ccc(Cl)cc1)c1nc2ccccc2[nH]1,4%,4
CNC(=S)N/N=C/c1c2ccccc2c(Cl)c2ccccc12,?,nt
C=CCNC(=O)c1ccc(-n2cccc2)cc1,?,nt
O=C(COc1ccc(Cl)cc1Cl)NCCCCc1ccccc1,?,nt
Cc1cc(OCC(=O)OCC(=O)N2CCc3ccccc32)ccc1Cl,?,nt
Cc1oc(-c2ccccc2F)nc1CS(=O)(=O)CC(=O)NCCN1CCCC1,i,5
O=C(Nc1cnn(Cc2ccc(Cl)cc2Cl)c1)c1noc2c1CCCC2,?,nt
Cc1ccccc1NC(=O)CCCCC(=O)Nc1ccccc1C,?,nt
Cn1c(-c2ccc(F)cc2)cnc1NCc1cc2c(cc1[N+](=O)[O-])OCO2,6%,4
CCN(CC)CCn1c(=S)[nH]c2cc(C(=O)N3CC=C(c4ccccc4)CC3)ccc2c1=O,?,nt
COc1cccc(NC(=S)NCCC(c2ccccc2)c2ccccc2)c1,-9%,nt
COc1ccc(-n2nnnc2/C(=C/N(C)C)C(=O)c2ccccc2)cc1,?,nt
Cc1cc(OCC(=O)Nc2ccncc2)ccc1[N+](=O)[O-],2%,9
CCNc1nc(N)nc(-c2cc(Cl)ccc2O)n1,?,nt
COc1cc(/C=C/C(=O)c2ccc(Cl)s2)cc(OC)c1O,?,nt
O=C(CCCCCN1C(=O)c2ccccc2C1=O)Nc1cccc(O)c1,i,22
CN1CCCC1=Nc1c2c(nc3ccccc13)N(C)CC2,?,nt
CCCCC1CCC(C(=O)Nc2ccccc2N2CCOCC2)CC1 (stereo unspecified),?,nt
COc1ccccc1CN1CCN(C(CC(C)C)c2nnnn2Cc2cccs2)CC1 (stereo unspecified),i,nt
COCCNC(=O)c1nn(-c2cc(OC)cc(OC)c2)c(=O)c2ccccc12,i,-3
CC(C)(C)Cc1nc2ccccc2n1CCc1ccccc1,?,nt
CCCCCCCCC(=O)Nc1cc(C)ccc1OC,-9%,-23

Single records, from the list above. Values in the order: Lipid storage S3, Lipid storage S3 cell count max
`Cc1oc(-c2ccccc2F)nc1CS(=O)(=O)CC(=O)NCCN1CCCC1` reads i, 5
`COc1cc(/C=C/C(=O)c2ccc(Cl)s2)cc(OC)c1O` reads ?, nt
`C=CCNC(=O)c1ccc(-n2cccc2)cc1` reads ?, nt

Continuation:
Structure,Lipid storage S3,Lipid storage S3 cell count max
O=C(NCc1nc2ccccc2[nH]1)C1=C[C@H](c2csc3ccccc23)C[C@H](OCc2ccc(CO)cc2)O1,14%,13
COc1ccc(-c2nc3c(c(=O)[nH]c(=O)n3Cc3ccccc3)n2CCO)cc1,i,12
CC1CCCCC1NC(=O)C(=O)NCC1CCCO1 (stereo unspecified),3%,6
CC(C)NC(=O)CN1C(=O)NC(CCc2ccccc2)C1=O (stereo unspecified),?,nt
CCOc1cc(/C=N/NC(N)=O)ccc1OCC(=O)Nc1ccc(C)c(C)c1,-24%,15
Cn1ncc([N+](=O)[O-])c1C(=O)Nc1ccccc1Cl,?,nt
CCC(=O)N1c2ccccc2NC2=C(C(=O)CCC2)C1c1ccc(N(C)C)cc1 (stereo unspecified),1%,14
CC(C)Sc1nnc(-c2ccc(S(=O)(=O)N3CCOCC3)cc2)n1C,2%,18
CCCCSc1nnc2c(n1)OC(C(=O)c1ccccc1)Nc1ccccc1-2 (stereo unspecified),?,nt
c1ccc(CN2CCN(c3nc4ccccc4c4ccccc34)CC2)cc1,?,nt
CC(C)C(OC(=O)c1nsc(Cl)c1Cl)C(=O)NCc1ccc2c(c1)OCO2 (stereo unspecified),?,nt
O=C(NCCCN1CCCC1=O)c1cccc(S(=O)(=O)N2CCCCC2)c1,2%,1
Cc1ccc(S(=O)(=O)NC2CCCc3ccccc32)cc1C (stereo unspecified),?,nt
COc1ccc(-c2cc(=O)[nH]c(NCc3ccccc3)n2)cc1,?,nt
O=S(=O)(Nc1cccc(-c2cn3c(n2)SCC3)c1)c1ccc(F)cc1F,?,nt
COc1cccc(NC(=O)N2CCCC2C(=O)Nc2ccc3c(c2)OCCO3)c1 (stereo unspecified),?,nt
CCCCn1ccc(=O)c2c(C(F)(F)F)nccc21,?,nt
COC(=O)COc1ccc(NC(=O)c2ccco2)cc1,?,nt
CC(=O)N(c1ccccc1C)C1CCCC1,-4%,-22
Cc1ccc(OCCCCn2ccnc2C)c(C)c1,?,nt
COc1ccc(NC(=O)C2CCCN2C(=O)Nc2ccccc2)cc1OC (stereo unspecified),3%,0
C=CCC(O)(CC=C)C(C)N (stereo unspecified),-5%,19
Cc1cccc(NC(=O)CSc2nnc(NC(=O)c3ccc(S(=O)(=O)N4CCOCC4)cc3)s2)c1C,?,nt
